GC-A act: GC-A stimulated cGMP production enhancers – HEK293 GC-A cells, cGMP TR-FRET, EC30 ANP, primary screen; 0% at EC30 ANP, 100% saturating ANP; actives 0.14% (n = 370,000); activation, % at 10 µM; Atrial natriuretic peptide receptor 1 (Homo sapiens), P16066; in the data active = activation above about 40%
PRMT1 inh: PRMT1 methyltransferase inhibitors, primary screen, biochemical, fluorescence polarization; recombinant PRMT1, activity-based probe fluorescence polarization; AID 652257, 2013; inhibition, % at 2.79 µM; actives 1.3% (n = 370,000); Protein arginine N-methyltransferase 1 (Homo sapiens), Q99873;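 active = inhibition above about 21% made by adding two undisclosed values, limit read from the data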
TCR CD3 inh: inhibitors of human TCR-CD3 interaction, primary screen, biochemical, fluorescence, TAMRA-labeled TCR probe. actives 0.37% (n = 360,000). T-cell receptor (TCR). inhibition, % at 9.4 µM. AID 651800, 2012; in the data active = inhibition above about 19%;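 also: recombinant mutant TCR 2C K166C tagged with TAMRA read by polarization; 0% = receptor in buffer alone and 100% = receptor with positive control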
HTRA1 inh: HTRA1 serine protease inhibitors, primary screen, biochemical, fluorescence polarization, HTS. recombinant HTRA1, FP-rhodamine activity-based probe. actives 0.5% (n = 340,000). AID 504803, 2011. inhibition, % at 5.96 µM; in the data active = inhibition above about 36%;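 also: 0% = enzyme with DMSO and 100% = wells lacking enzyme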
Target sequence (Q92743 whole entry, looked up): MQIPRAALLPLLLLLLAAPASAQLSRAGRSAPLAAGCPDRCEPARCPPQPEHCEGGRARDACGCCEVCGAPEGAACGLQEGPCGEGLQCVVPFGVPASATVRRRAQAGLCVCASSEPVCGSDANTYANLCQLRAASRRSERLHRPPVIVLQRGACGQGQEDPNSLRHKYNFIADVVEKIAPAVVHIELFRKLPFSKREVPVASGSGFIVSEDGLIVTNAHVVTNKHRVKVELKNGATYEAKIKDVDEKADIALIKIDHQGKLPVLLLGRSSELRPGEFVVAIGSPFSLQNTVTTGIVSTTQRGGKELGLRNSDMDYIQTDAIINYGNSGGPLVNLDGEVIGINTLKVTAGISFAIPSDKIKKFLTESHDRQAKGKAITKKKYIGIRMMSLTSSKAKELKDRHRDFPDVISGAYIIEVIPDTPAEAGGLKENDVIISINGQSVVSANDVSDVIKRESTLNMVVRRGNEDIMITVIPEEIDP
UHRF1 MBD2 ctr: UHRF1 methylated DNA binding inhibitors, primary screen, counter-screen for MBD2 inhibitor project, biochemical, TR-FRET, human UHRF1, single concentration; E3 ubiquitin-protein ligase UHRF1 (Homo sapiens), Q96T88; actives 0.75% (n = 370,000); inhibition, % at 4.4 µM; UHRF1 binding to methylated oligo; AID 687016, 2013; in the data active = inhibition above about 21%;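 also: UHRF1 SRA domain binding a hemimethylated CpG hairpin DNA probe; 0% = median of test compound wells and 100% = reference inhibitor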
mABHD4 FP: ABHD4 inhibitors, primary screen, biochemical, fluorescence polarization, mouse; purified mABHD4, FP-Rh probe fluorescence polarization; actives 0.54% (n = 370,000); AID 720543, 2013; inhibition, % at 8.92 µM; (Lyso)-N-acylphosphatidylethanolamine lipase (Mus musculus), Q8VD66;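 active = inhibition exceeding the mean over every tested compound plus 3 SD, cut at about 30% in these data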;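 also: 0% = plate median of compound wells and 100% = S159A mutant with DMSO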
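Assay system: mABHD4 protein; medium: HEPES pH 7.0, NaCl, Pluronic buffer; dosing: 8.92 µM, single dose; schedule: 45 min + 60 min at 25 °C; signal: FP readout, ex 525 nm / em 598 nm; read-out: normalized percent inhibition of probe labeling; repeats: single replicate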
NPR2 activator: human GC-B receptor activators, primary screen, HEK293 GC-B cells, cGMP TR-FRET, EC30 CNP | Atrial natriuretic peptide receptor 2 (Homo sapiens), P20594 | 0% at EC30 CNP, 100% saturating CNP | activation, % at 10 µM | actives 0.11% (n = 370,000) | AID 1920062, 2024;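 active = activation at 10 µM reaching about 35% in either raw or pattern-adjusted values, limit read from the data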
rCAG RNA binder: binders of r(CAG) RNA repeats, primary screen, biochemical, fluorescence; r(CAG) RNA repeat, TO-PRO-1 dye displacement fluorescence; inhibition, % at 3 µM; actives 1.3% (n = 370,000);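 active = inhibition above the plate cutoff, the mean of all test compounds on that plate plus 3 SD, cut at about 35% in these data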;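 also: 0% = DMSO alone and 100% = 100 µM mitoxantrone as full dye displacement; higher means more dye released from RNA so lower well fluorescence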
SIAE primary: human SIAE inhibitors, primary screen, biochemical, fluorescence polarization, FP-Rh probe, 1536-well HTS | Sialate O-acetylesterase (Homo sapiens), Q9HAT2 | SIAE FP-Rh probe binding | inhibition, % at 9.66 µM | actives 0.69% (n = 370,000) | AID 1053197, 2014;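 active = inhibition above a cutoff: mean of compounds within the control limits plus 3 SD of those, cut at about 17% in these data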;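 also: 0% = plate median of compound wells and 100% = probe without SIAE protein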
MBD2 inh: inhibitors of MBD2 binding to methylated DNA, primary screen, biochemical, TR-FRET, DNA-binding domain, human; inhibition, % at 4.4 µM; AID 686964, 2013; MBD2 binding to methylated oligonucleotide; actives 0.31% (n = 370,000); in the data active = inhibition above about 13%
Target sequence (Q9UBB5 whole entry, looked up, the tested form may be a part): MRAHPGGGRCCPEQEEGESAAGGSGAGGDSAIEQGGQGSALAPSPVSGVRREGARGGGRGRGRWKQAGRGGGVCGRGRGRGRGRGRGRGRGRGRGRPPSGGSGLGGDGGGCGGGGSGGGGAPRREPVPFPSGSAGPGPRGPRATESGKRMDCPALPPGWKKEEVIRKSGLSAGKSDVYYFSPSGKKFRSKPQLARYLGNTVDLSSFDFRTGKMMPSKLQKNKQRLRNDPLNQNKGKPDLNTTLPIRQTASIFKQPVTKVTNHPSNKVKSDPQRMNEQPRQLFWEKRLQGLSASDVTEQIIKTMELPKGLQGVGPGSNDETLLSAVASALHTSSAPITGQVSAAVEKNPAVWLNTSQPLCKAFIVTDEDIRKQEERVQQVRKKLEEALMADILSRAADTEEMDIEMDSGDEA
The depositor's hits bear a star; nt = not tested or not shown. The list is partial; the hit share may differ from the screen's.

SMILES	HTRA1 inh	rCAG RNA binder	UHRF1 MBD2 ctr	SIAE primary	MBD2 inh	NPR2 activator	PRMT1 inh	TCR CD3 inh	GC-A act	mABHD4 FP
CCC1=NN(C(=O)Cc2ccc([N+](=O)[O-])cc2)C(O)(c2ccc(Br)cc2)C1 (stereo unspecified)	-3	-1	-2	1	1	-1	-1	8	-12	-17
O=S(=O)(Nc1cccc(-c2cn3cccnc3n2)c1)c1ccc(F)cc1	-7	3	-4	4	-2	-16	-2	-2	-5	-7
CN1C(C(=O)Nc2ncccn2)=C(O)c2ccccc2S1(=O)=O	6	0	-2	-2	-5	-2	0	0	3	0
CC(C)(C)SCCNS(=O)(=O)c1ccc(Cl)cc1	nt	-4	-1	-6	-5	-3	0	7	-1	0
CC(OC(=O)Cc1coc2cc3c(cc12)CCC3)C(=O)NCc1ccc2c(c1)OCO2 (stereo unspecified)	-5	1	9	-2	2	6	15	3	2	-3
CC1(C(=O)NS(=O)(=O)c2ccccc2Cl)CCN1C(=O)CCc1ccccc1 (stereo unspecified)	nt	7	3	-1	6	2	3	-9	2	-2
O=C(N/N=C/c1ccco1)C1COc2ccccc2O1 (stereo unspecified)	2	2	-1	10	-7	3	-2	1	0	6
CCO[C@H]1OC(C(=O)N2CCN(Cc3ccc4c(c3)OCO4)CC2)=C[C@@H](c2ccc3c(c2)OCO3)[C@@H]1CCCO	-7	-5	0	2	1	-4	-3	4	0	-4
COc1ccc(CCNS(=O)(=O)CCNC(=O)c2ccc3c(c2)OCO3)cc1	-5	-7	1	-14	-7	-7	2	2	-1	-3
CCc1ccccc1NC(=O)CCCN1C(=O)C2CC=CCC2C1=O (stereo unspecified)	2	-4	2	-6	2	1	-2	0	-1	1
O=C(COc1ccc(Cl)cc1)N(Cc1ccc(F)cc1)C1CCS(=O)(=O)C1 (stereo unspecified)	-2	-1	1	0	-6	-8	1	10	-4	7
COc1cccc(COC(=O)C2CCN(S(=O)(=O)c3ccc(C)cc3)CC2)c1OC	-10	-6	-1	3	-4	3	-1	8	-2	2
CC(OC(=O)Cn1cnc2c1c(=O)n(C)c(=O)n2C)C(=O)N(C)c1ccccc1 (stereo unspecified)	2	-3	-2	-2	-4	-2	-5	5	0	-1
CCCCNc1nc(N)ncc1[N+](=O)[O-]	2	3	-2	-9	4	3	2	-1	4	0
N#Cc1c(/N=C/c2ccccc2)oc(-c2ccccc2)c1-c1ccccc1	-3	7	-2	8	-6	4	1	2	3	-2
O=S(=O)(Nc1ccc(N2CCCCC2)cc1)c1ccc(F)cc1F	nt	-4	-3	7	0	4	2	-5	-2	5
O=C(O)CSc1ccc(NC(=O)Nc2ccccc2F)cc1	2	0	-2	-1	1	-1	-4	0	1	-3
CCOc1ccc(-n2c(C)cc(C(=O)NS(=O)(=O)c3ccc(C)cc3)c2C)cc1	3	-1	52*	-2	2	4	2	-3	-2	1
COc1cc(NC(=O)CSc2nncn2C)c(C)cc1[N+](=O)[O-]	-1	1	-4	3	-3	1	1	4	1	6
COC(=O)C1CC(c2c(OC)cc(OC)cc2OC)=NO1 (stereo unspecified)	4	-3	1	2	1	-2	-2	1	1	-3
CCOc1ccc(CCNC(=O)c2cccc(S(=O)(=O)N3CCCC3)c2)cc1OCC	0	-5	3	-2	7	6	8	5	2	-11
CCOC(=O)c1oc2ccccc2c1NC(=O)c1ccc(Cl)s1	-10	1	-1	-5	2	-5	7	-7	-6	1
COc1cc2c(cc1NC(=O)COC(=O)C1CC(=O)N(Cc3ccco3)C1)oc1ccccc12 (stereo unspecified)	2	10	2	-5	-2	-7	-1	-5	-5	-4
COc1cccc(CN2CC(C(=O)N(C)Cc3ccnc4ccccc34)CCC2=O)c1 (stereo unspecified)	-4	-3	2	-5	5	4	6	-3	3	-1
CCN1c2ccccc2-c2nc3ccccc3n2C1c1cccnc1 (stereo unspecified)	-17	0	0	9	6	5	0	-11	-4	-1

Carrying on:
SMILES	HTRA1 inh	rCAG RNA binder	UHRF1 MBD2 ctr	SIAE primary	MBD2 inh	NPR2 activator	PRMT1 inh	TCR CD3 inh	GC-A act	mABHD4 FP
COc1ccc(-c2cc(-c3ccccc3)c(C#N)c(S(C)(=O)=O)n2)cc1	-6	4	-2	10	-1	5	-1	1	20	9
O=C(OCC(=O)N1CCN(C(=O)c2ccco2)CC1)c1ccc(Cl)c(Cl)c1	-7	1	-2	-8	-6	3	-3	1	4	-4
Cc1ccc(Cl)cc1N1CCN(S(=O)(=O)c2cn(C)cn2)CC1	-1	-5	-1	-12	-2	-1	1	4	0	-5
Cc1ccc(CNC(=O)CCSCc2cccc(F)c2)cc1	-5	-5	2	6	3	5	0	-9	1	-6
COc1ccc(/C=N/NC(=O)c2cccc(C(=O)N/N=C/c3ccc(OC)c(OC)c3)n2)cc1OC	-7	1	0	-6	3	0	-4	0	7	-14
Cc1ccc(OCCOC(=O)CN2C(=O)NC3(CCCC3)C2=O)cc1	2	-8	0	7	-5	6	4	-6	2	-1
Cc1cc2nc(-c3cccnc3SCC(=O)NC3CC3)[nH]c2cc1C	nt	1	-2	1	2	1	-2	5	6	1
COc1cc(C2Nc3ccccc3C(=O)N2c2ccccc2)c(Br)cc1OCC(=O)O (stereo unspecified)	0	5	-1	-5	0	3	0	3	2	1
CCCCc1c(O)cc(C)[nH]c1=O	-7	1	-1	2	-7	2	0	4	2	-1
COC(=O)CNC(c1ccccc1)c1cc(Br)ccc1NS(=O)(=O)c1ccc(C)cc1 (stereo unspecified)	-34	1	0	-8	1	-15	-2	3	-21	-3
CCOC(=O)N1CCN(C(=O)CNC(=O)Cc2ccc(Cl)cc2)CC1	5	1	0	-1	-9	-3	-2	8	0	3
C[C@@H]1C(=O)N(c2ccccc2)[C@@H]1c1ccncc1	10	1	-2	9	0	3	1	1	1	2
COCCN(C(=S)Nc1ccccc1C)C(C)c1ccco1 (stereo unspecified)	3	-2	0	0	-3	2	-3	-3	1	-1
Cc1ccc(OCCCCCN2CCOCC2)cc1	-9	-6	-1	1	1	-1	1	3	5	4
COc1ccc(/C(C)=N/NC(=O)CNC(=O)c2cccnc2)c(OC)c1	1	-1	-4	1	-4	-2	0	6	-1	0
Cc1ccc(CNC(=S)NC2CCC(C(C)(C)C)CC2)cc1 (stereo unspecified)	-42	-5	-1	-23	1	4	-3	8	1	-10
CCc1noc(C)c1C(=O)OCC(=O)c1ccc(OC)c(OC)c1	-1	-2	3	-5	1	8	-2	-1	1	0
Oc1ccccc1/C=N/Nc1nn[nH]n1	8	-4	1	2	-3	0	3	-3	1	3
O=C(CCc1ccccc1)NNC(=O)CCc1ccccc1	7	-4	2	-3	3	-3	-3	3	-1	0
COc1ccc(/C=N/NC(=O)c2ccc(CSc3nc(C)cc(C)n3)cc2)cc1O	-57	2	-4	-3	0	-1	4	-1	-1	-2
CCCc1cc(C(=O)Nc2cccnc2)no1	-2	0	0	1	1	1	-2	0	4	1
C[C@H](CO)N1C[C@H](C)[C@@H](CN(C)Cc2ccncc2)Oc2c(NC(=O)C3CCCCC3)cccc2C1=O	4	-5	0	-7	0	4	0	-2	2	-1
CCc1[nH]c(=O)c(C#N)c2c1CCCC2	0	-1	-1	0	3	5	0	1	1	3
CC1=C(C)CC(C(=O)Nc2nccs2)C(C(=O)O)C1 (stereo unspecified)	3	0	0	-5	1	-1	-2	5	3	-2
CCOC(=O)CCCNS(=O)(=O)c1c(C)ccc2nsnc12	1	0	0	2	1	-2	2	3	1	4

Going on with the list.
SMILES	HTRA1 inh	rCAG RNA binder	UHRF1 MBD2 ctr	SIAE primary	MBD2 inh	NPR2 activator	PRMT1 inh	TCR CD3 inh	GC-A act	mABHD4 FP
COCC(=O)N1CCC(Oc2ccc(C(=O)NCc3cc(C(C)C)no3)cc2)CC1	2	-6	-2	-3	-7	0	-7	4	2	0
Cc1ccc(C)c(Cn2c3ccccc3c3cnn(CC(=O)NCCN4CCOCC4)c(=O)c32)c1	-5	-4	1	5	-4	-5	-2	-1	-3	-1
CN(C)S(=O)(=O)c1ccc(N2CCCC2)c(C(=O)NNC(=O)COc2cccc(F)c2)c1	-2	3	1	7	-1	1	0	0	2	6
Cc1ccc(OC(=O)c2oc3ccc(F)cc3c2C)c(C)c1	0	-3	6	-5	5	-1	-1	-4	-4	-9
CS(=O)(=O)N1CCC(C(=O)Nc2cc(Cl)ccc2Cl)CC1	2	0	0	10	-4	2	-9	-3	0	3

Structures above with a COOH group, in the order listed:
SMILES	HTRA1 inh	rCAG RNA binder	UHRF1 MBD2 ctr	SIAE primary	MBD2 inh	NPR2 activator	PRMT1 inh	TCR CD3 inh	GC-A act	mABHD4 FP
O=C(O)CSc1ccc(NC(=O)Nc2ccccc2F)cc1	2	0	-2	-1	1	-1	-4	0	1	-3
COc1cc(C2Nc3ccccc3C(=O)N2c2ccccc2)c(Br)cc1OCC(=O)O (stereo unspecified)	0	5	-1	-5	0	3	0	3	2	1
CC1=C(C)CC(C(=O)Nc2nccs2)C(C(=O)O)C1 (stereo unspecified)	3	0	0	-5	1	-1	-2	5	3	-2

Screening results (PubChem BioAssay)
